High-throughput results from PubChem.
Autophagy mod = alters autophagy in cells | MEF GFP-LC3 puncta imaging; test concentration mostly 10 µM | calls only at 10 µM (by protocol) | 190,000 compounds, 0.98% hits | AID 463193;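 active = percentage of spot-positive cells more than 3 SD above its plate mean, without a fluorescence outlier flag or 80% toxicity; inconclusive = no clear call, values can overlap the other calls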;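 also: spot-positive cell cutoff set from DMSO-treated cells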
West Nile antiviral = West Nile virus antiviral activity, cell-based, CPE readout (AID 1621) | CPE inhibition, % at 10 µM; hits with a dose series show IC50 in µM | West Nile virus-infected cells, CPE inhibition; higher % means a stronger effect | 290,000 compounds, 0.02% hits; in the data active = a potency from the dose series; inconclusive = CPE inhibition mostly from about 3.7% at the one dose, without a potency; inactive = the rest, 99 in 100 with CPE inhibition below about 2.2%; also: strong numbers were not always called active
MT stabilize HCS = microtubule stabilizers in HeLa cells. AID 2205. 200,000 compounds, 0.83% hits. HeLa tubulin immunostaining HCS, 24 h; share of cells brighter than vehicle mean+2SD. % tubulin-high responders, % at 10 µM;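 active = plate Z-score above 3 for both tubulin-high and condensed-nucleus cell shares, with cell loss under 80%, at 10 µM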;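 also: anti alpha tubulin signal scored within the nucleus-defined area of each cell; some results filed as inactive read as strong as hits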
b-catenin transl = modulators of beta-catenin nuclear translocation; HeLa beta-catenin nuclear translocation, immunofluorescence imaging; nuclear translocation activity, % at 5 µM; 190,000 compounds, 0.3% hits; AID 1665;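 active = nuclear translocation activity above 50% at 5 µM, with a well cell count of 50 or more; inconclusive = wells under 50 cells across six images, flagged as toxic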;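 also: per-cell ratio of nuclear to cytoplasmic median beta-catenin stain intensity; plate controls were DMSO negative control for no effect and GSK-3 inhibitor IX positive control for full effect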
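Signal – beta-catenin immunofluorescence imaging with DAPI · Test system – human HeLa cell line · Dosing – 5 µM primary single dose, 0.1% DMSO, 0.02–20 µM confirmation series · Measure – % activation, nuclear-to-cytoplasmic median beta-catenin signal ratio per cell · Incubation – 24 h compound exposure at 37°C, 5% CO2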
T cell modulator = T cell immune modulators affecting CD8 T cell-vesicle binding; 2C CD8+ T cell-vesicle binding, flow cytometry; active compounds read low; calls only at 7 µM; 330,000 compounds, 0.068% hits; AID 2052;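 active = response, share of CD8 T cells binding vesicles, and their 90th percentile fluorescence all below set limits, cut at about 80% in these data, passing the limit was not always enough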
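Material: 2C TCR transgenic mouse naive CD8+ T cells, MACS-purified. Also added: QL9-charged Drosophila Ld/ICAM-1/B7-1 vesicles. Timing: binding 1.5 h at 37 °C. Measured by: high-throughput flow cytometry with anti-B7-1 and anti-CD8 staining. Read-out: percent CD8+ FL2 mean versus row control. Controls: Unloaded micro-vesicles (low), QL9 vesicles with 0.7% DMSO (high).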
Ins promoter up = MIN6 insulin promoter up-regulation; MIN6 insulin promoter-GFP reporter, high-content imaging; active compounds read high; z-score at 5 µM; 190,000 compounds, 0.3% hits;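 active = z-score above 3 at 5 µM with at least 500 cells counted in the well; inconclusive = wells under 500 cells, flagged as cytotoxic or low count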
WT yeast gro inh = growth inhibition of WT yeast, mitochondrial fusion screen; mitochondrial fusion phenotypic screen, WT strain; inhibition, % at 10 µM; 190,000 compounds, 2.1% hits; AID 1362; in the data active = inhibition above about 58%; tested in S. cerevisiae
Myeloid diff 2 = promotes myeloid progenitor differentiation | ER-HoxA9 myeloid progenitors, lysozyme-GFP differentiation, flow cytometry | calls only at 10 µM | 360,000 compounds, 1% hits;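 active = normalized GFP-positive differentiation at or above the plate's own cutoff, the solvent-only control mean plus 3 SD; inconclusive = no clear call, values can overlap the other calls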;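 also: cells exposed to compound for four days before flow analysis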
Hep lipid drop = hepatic lipid droplet formation modulation | AML12 mouse hepatocytes, oleate lipid droplets, BODIPY imaging | inhibition, % at 6.5 µM | 240,000 compounds, 0.4% hits | AID 1656;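 active = lipid droplet intensity inhibited by at least 50%, with more than 500 cells counted; inconclusive = wells with under 300 cells, treated as cytotoxic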
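System: AML12 hepatocytes (mouse). Probe or stimulus: oleic acid at 100 µM to induce lipid droplet formation. Times: overnight treatment with compound plus oleate. Detection: Image-based BODIPY and DAPI two-channel analysis. Evaluation: percent inhibition of filter-corrected integrated lipid droplet intensity per well.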
WT yeast gro inh mutant strain = recorded beside WT yeast gro inh, whose call it bears; inhibition, %; mitochondrial fusion phenotypic screen, mutant strain inhibition
Ins promoter up cell count = also measured in Ins promoter up; calls as there; cell count; measured here: cytotoxicity, nuclei count;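 total cells summed across four imaged fields per well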
Hep lipid drop cells 6.5 µM = also measured in Hep lipid drop; calls as there; cell count; measured here: cell count, cytotoxicity flag;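 cells counted across two imaged fields per well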
b-catenin transl cell count 5 µM = also measured in b-catenin transl; calls as there; cell count; measured here: cell count, cytotoxicity flag
T cell modulator vesicle-bound % = recorded beside T cell modulator, whose call it bears; double positive events, %; measured here: CD8+ vesicle-bound cell fraction;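 binding gate set so that unloaded-vesicle control wells show 10% double positive cells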
MT stabilize HCS Hoechst-high % = further read-out of MT stabilize HCS, marked with its call; % Hoechst-high responders; measured here: nuclear condensation Hoechst responders;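 share of cells brighter than vehicle mean plus two SD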
MT stabilize HCS cytotoxicity % = also measured in MT stabilize HCS; calls as there; toxicity, %; measured here: cytotoxicity by cell density;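 0% = mean cell density of plate MIN control wells and 100% = no cells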
Autophagy mod cell loss 18 h = recorded beside Autophagy mod, whose call it bears; toxicity, %; measured here: cell loss, nuclei count;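 cell loss after 18 h compound exposure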
Myeloid diff 2 GFP+ MAC1+ % = recorded beside Myeloid diff 2, whose call it bears; GFP+ MAC1+ double positive, %; measured here: differentiation confirmed by MAC1 staining
* marks the source's active call; other numbers are inactive results; i = inactive; ? = inconclusive; . = no result given; + = active, no number.

SMILES	Autophagy mod	Autophagy mod cell loss 18 h	West Nile antiviral	MT stabilize HCS	MT stabilize HCS Hoechst-high %	MT stabilize HCS cytotoxicity %	b-catenin transl	b-catenin transl cell count 5 µM	T cell modulator	T cell modulator vesicle-bound %	Ins promoter up	Ins promoter up cell count	WT yeast gro inh	WT yeast gro inh mutant strain	Myeloid diff 2	Myeloid diff 2 GFP+ MAC1+ %	Hep lipid drop	Hep lipid drop cells 6.5 µM
Cc1cc(C(=O)NN=C2C3CC4CC(C3)CC2C4)c2ccccc2n1	i	3	0.5%	1.7	1.4	6.3	1.4	1355	i	55	0.82	1550	4	5	i	7.9	.	.
CC1CN(C2CCN(C(=O)COc3ccc(Cl)cc3)CC2)CC(C)O1 (stereo not drawn)	i	2	-0.3%	2.2	1.4	1.4	.	.	i	12	.	.	9	31	i	0.7	8	804
CCOc1cc(N2CCOCC2)c(OCC)cc1NC(=O)CCS(=O)(=O)c1ccc(Cl)cc1	i	-14	-0.7%	2.8	2.5	17	-4.3	922	i	61	-0.02	1069	-3	1	i	0.8	.	.
COc1cc(N2C(=O)NC3CC2(C)Oc2ccccc23)cc(OC)c1OC (stereo not drawn)	i	-2	0.1%	1.3	1.4	5.0	3.3	1350	i	34	0.32	1251	19	10	i	0.5	.	.
O=C(NCc1ccc2c(c1)OCO2)C1CCN(S(=O)(=O)c2ccc(Br)s2)CC1	i	-9	-0.2%	1.0	0.6	9.2	.	.	i	56	0.58	883	9	11	i	0.5	-6	750
Cc1cnc(NC(=O)c2nn(C)cc2[N+](=O)[O-])s1	i	10	-0.6%	4.4	2.2	0.5	-0.1	1502	.	.	0.5	1336	16	8	i	0.6	8	584
NNc1nc(-c2ccccc2)c2cc(Cl)ccc2n1	.	.	-0.7%	.	.	.	0.5	1318	i	54	0.09	1038	.	.	i	0.2	1	733
O=C(CNC(=O)/C=C/c1ccccc1)N=Nc1c(O)n(Cc2ccccc2)c2ccccc12	i	-1	-0.2%	3.6	2.1	13	-0.5	1047	i	58	-0.52	1414	11	-1	.	.	-22	657
O=C(c1ccco1)N1CCN(C(=O)c2cnn(-c3ccc(Cl)cc3)c2C2CCNCC2)CC1	.	.	-0.1%	.	.	.	.	.	i	14	.	.	.	.	i	1.7	-9	701
CCOP(=O)(OCC)C(Nc1ccccc1)c1cccnc1 (stereo not drawn)	.	.	0.0%	.	.	.	-0.2	1330	i	20	-0.05	978	.	.	i	0.8	9	691
N#Cc1nc(COc2ccc(Br)cc2)oc1N1CCCCCC1	i	6	-0.5%	5.1	2.0	4.2	0.1	1143	i	50	0.39	1014	12	5	i	1.4	.	.
CCOC(=O)c1nn(-c2ccccc2C)c(=O)c2c(N)scc12	i	17	0.7%	3.5	0.6	9.5	1.4	1023	i	38	-0.4	1139	1	25	i	0.6	1	644
O=C1c2ccccc2C(=O)N1OCc1ccc(Cl)cc1	i	-2	0.2%	0.7	0.9	11	0.1	1193	i	23	0.35	1241	-4	-1	i	1.1	-13	718
NS(=O)(=O)c1ccc(NC(=O)COC(=O)C2CCCCC2)cc1	i	27	0.2%	4.6	3.1	6.3	-6.6	1077	i	58	-0.06	1606	3	7	i	1.0	4	690
COC(=O)c1c(C)[nH]c(C(=O)C(C)Sc2nnc(-c3cc(OC)c(OC)c(OC)c3)o2)c1C (stereo not drawn)	.	.	0.4%	2.4	2.5	7.3	0.7	1166	i	52	-0.53	1053	25	25	i	0.6	.	.
COc1ccc(NS(=O)(=O)c2ccc(N3CCOCC3)c(NC(=O)c3ccccc3Cl)c2)cc1	i	-3	-1.9%	5.5	3.9	11	-0.2	984	i	9	-0.03	1374	-6	-18	i	0.3	-2	682
CN(C)c1ccc(/C=C/C(=O)c2cccc(Br)c2)cc1	+	12*	-0.2%	14*	13*	15*	-0.5	1382	i	12	2.9	1380	-18	12	i	5.0	.	.
CCCCOC(=O)c1cc(=O)[nH]c2ccc(C)cc12	i	20	0.0%	4.5	2.3	5.6	2.8	938	i	34	0.05	1509	12	11	i	0.4	3	622
Cc1ncc(CC(=O)n2cc(C(=O)c3cc(Cl)ccc3O)cn2)s1	i	25	0.2%	2.7	2.6	6.0	-4.3	959	i	47	0.59	1385	16	28	i	0.4	.	.
O=C(/C=C/c1cccc(F)c1)N1CCc2ccccc21	i	2	-0.2%	2.2	2.7	1.8	-0.6	864	i	51	.	.	1	-10	i	0.4	4	530
CCCOc1cc(C)c(Cl)cc1S(=O)(=O)N(CC)CC	i	-9	0.2%	2.6	1.9	5.5	-0.4	1140	i	41	-1.6	585	-2	10	i	1.2	-27	685
COc1ccc2oc(C(=O)NN3C(C)CCCC3C)c(C)c2c1 (stereo not drawn)	i	-2	-1.1%	5.7	1.9	6.6	-0.3	1133	i	27	-1	1404	-8	11	i	1.2	-14	716
O=C(O)c1cc(/C=C/c2ccc(N3CCOCC3)c([N+](=O)[O-])c2)nc2ccccc12	.	.	0.3%	.	.	.	0.8	1309	i	20	0.19	1010	.	.	i	0.7	21	623
Cc1ccc(OCCCC(=O)Nc2nc3ccccc3[nH]2)cc1	i	-6	-1.2%	9.1	9.1	14	-0.6	1085	i	52	0.12	1486	16	-15	i	0.6	-8	711
Cc1nc2nc(-c3ccc(Cl)cc3)cn2nc1C	i	1	.	1.9	1.9	7.4	-0.7	1207	i	40	.	.	-5	-31	i	1.0	0	759
COc1ccc(NCc2ccc(OC)c(OC)c2)cc1	i	0	0.5%	2.3	2.0	8.6	-4.6	929	i	17	0.04	1477	10	1	.	.	.	.
COC(=O)Nc1nn(-c2ccc(Cl)cc2)c(=O)c(C#N)c1C	.	.	0.2%	.	.	.	-0.1	1314	i	54	0.79	1093	.	.	i	0.5	5	597
CC1(C)Cc2ccccc2C(N)=C1C#N	i	3	0.2%	1.3	1.7	9.2	-1.2	1063	i	23	-0.42	1267	1	3	i	6.2	10	802
CC(=O)N1CCOc2ccc(S(=O)(=O)N(C)c3cccc(C)c3)cc21	.	.	0.7%	.	.	.	.	.	i	26	.	.	.	.	i	5.3	0	710
COc1ccc(Cl)cc1NC(=O)NCC1CCN(Cc2ccccc2F)CC1	.	.	0.2%	.	.	.	.	.	i	18	.	.	.	.	i	0.5	24	784

Ordered by value in WT yeast gro inh mutant strain (smallest number first): three from the list above.
Structure	WT yeast gro inh mutant strain
Cc1ccc(OCCCC(=O)Nc2nc3ccccc3[nH]2)cc1	-15
O=C(/C=C/c1cccc(F)c1)N1CCc2ccccc21	-10
CC1(C)Cc2ccccc2C(N)=C1C#N	3

Remaining list, next part:
SMILES	Autophagy mod	Autophagy mod cell loss 18 h	West Nile antiviral	MT stabilize HCS	MT stabilize HCS Hoechst-high %	MT stabilize HCS cytotoxicity %	b-catenin transl	b-catenin transl cell count 5 µM	T cell modulator	T cell modulator vesicle-bound %	Ins promoter up	Ins promoter up cell count	WT yeast gro inh	WT yeast gro inh mutant strain	Myeloid diff 2	Myeloid diff 2 GFP+ MAC1+ %	Hep lipid drop	Hep lipid drop cells 6.5 µM
CC(C)SC1=NC(C)(C)C=C(/C=C/c2c(Cl)cccc2Cl)N1	i	21	3.2%	3.7	2.4	4.9	.	.	i	17	0.6	811	66*	33*	i	0.7	-7	762
Cc1ccc(/C=C/c2onc(C)c2S(=O)(=O)N2CCC(C(=O)N3CCN(C)CC3)CC2)cc1	.	.	?	.	.	.	.	.	i	30	.	.	.	.	i	2.0	8	710
O=C(c1cnn2c(C(F)(F)F)cc(-c3ccccc3)nc12)N1CCOCC1	i	-10	0.4%	3.7	1.2	7.9	-0.8	921	i	14	.	.	4	2	i	1.4	.	.
Cc1ccccc1NC(=O)NNC(=O)OC(C)(C)C	i	10	0.6%	3.3	1.7	3.1	-3.6	1069	i	8	-0.46	1550	-2	-8	i	0.4	3	727
Cn1c(=O)c2c(nc(CN3CCc4ccccc4C3)n2Cc2ccccc2F)n(C)c1=O	i	-2	-0.3%	2.6	1.5	6.0	2.1	1034	i	22	0.75	1661	3	14	i	0.9	-5	667
Cc1ccc(C)c(NC(=O)CSc2nnc(Cc3cccn3C)n2-c2ccc(F)cc2)c1	i	23	-0.4%	5.7	1.3	1.4	-1.4	1105	i	30	1.5	1405	-10	-4	i	1.0	18	715
COc1ccc(OCc2cc(C(=O)NCc3nc(C)cs3)no2)c(Cl)c1	.	.	-0.7%	.	.	.	.	.	i	28	.	.	.	.	i	0.8	7	695
O=C(CCc1ccccn1)N1CCCC(Nc2cccc(F)c2)C1 (stereo not drawn)	.	.	0.0%	.	.	.	.	.	i	14	.	.	.	.	?	.	-3	769
Cc1oc2ccc(O)cc2c1C(=O)c1ccc(Cl)cc1	i	1	-0.3%	0.9	1.6	7.5	-16	1206	i	22	.	.	30	-33	i	0.5	10	778
CCOC(=O)CSCC(=O)N1N=C(c2cccs2)CC1c1ccc(F)cc1 (stereo not drawn)	i	4	-0.4%	5.5	2.2	7.0	-3.4	1074	i	38	-0.41	1533	-8	-14	i	0.5	-16	658
O=c1n(-c2ccccc2)c(=O)n2n1CCC2	i	22	-0.4%	4.6	2.4	5.6	-2.5	1415	i	54	0.71	1531	.	.	i	0.8	.	.
Cc1cc(C(N)=O)c2cc(Br)ccc2n1	i	-2	-0.1%	3.4	2.1	16	0.7	1130	i	14	0.2	1240	-7	-19	i	0.3	10	662
Cc1cccc(OCCNc2ccc([N+](=O)[O-])cn2)c1	i	6	-1.0%	3.0	1.8	8.9	-0.4	1077	i	28	-1.5	1340	8	22	i	0.2	-4	663
